AID2073 – disruptors of CaV2.2 binding to Mint1 – biochemical, HTRF (AID 2073); hit rate 0.19% among 290,000; HTRF protein-protein interaction, Mint1-CaV2.2; higher % means a stronger effect; inhibition, % at 20 µM, or IC50 in µM where a hit was titrated; in the data active = inhibition mostly above about 51%, no sharp cut-off; also: some results filed as inactive read as strong as hits
SIAH1 antagonists – Siah-1 peptide-binding antagonists, primary screen, biochemical, fluorescence polarization, rhodamine-plectin, uHTS (AID 1817). Siah-1 / rhodamine-plectin peptide fluorescence polarization; higher % means a stronger effect. one-dose displacement, % at 20 µM; IC50 in µM for titrated hits. hit rate 0.02% among 290,000;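 active = displacement of at least 50% at 20 µM, with a fluorescence ratio check between 0.3 and a set limit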;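 also: plate controls were Siah plus tracer with DMSO for no effect and tracer alone without Siah for full effect; strong numbers were not always called active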
NOD1 inhibition – inhibition of NOD1-driven NF-kB reporter – cell-based, luminescence, uHTS, primary screen (AID 1578). NOD1-driven NF-kB luciferase reporter cells, luminescence; higher % means a stronger effect. inhibition, % at 4 µM, or EC50 in µM where a hit was titrated. hit rate 1% among 290,000; in the data active = inhibition mostly above about 36%, no sharp cut-off; inactive = mostly below about 34%;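 also: HEK-293T reporter cells stimulated with the NOD1 agonist gamma-tri-DAP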
GPR55 activation – GPR55 agonists via beta-arrestin recruitment, primary screen, imaging, U2OS cells, beta-arrestin-GFP redistribution (AID 1961) | one-dose activation, % at 10 µM; EC50 in µM for titrated hits | U2OS GPR55 beta-arrestin-GFP redistribution imaging; higher % means a stronger effect | hit rate 0.048% among 290,000;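 active = activation above 40% with more than 50 cells counted in the well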;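 also: U2OS osteosarcoma cells stably expressing GPR55 and beta-arrestin-GFP; plate controls were DMSO negative control for no effect and LPI positive control for full effect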
GPR55 LPI antagonism – inhibition of LPI-stimulated GPR55 beta-arrestin translocation – imaging, U2OS, beta-arrestin-GFP, LPI agonist, primary screen (AID 2013); hit rate 0.13% among 290,000; inhibition, % at 10 µM; hits with a dose series show IC50 in µM; U2OS GPR55 beta-arrestin-GFP translocation imaging, LPI antagonism; higher % means a stronger effect;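 active = spots per cell inhibited over 60%, with over 100 cells counted and total cytoplasm intensity under 500,000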;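 also: U2OS cells stably carrying GPR55 and arrestin-GFP stimulated by 5 µM LPI near EC80; imaged beta-arrestin-GFP aggregate spots per cell after agonist stimulation; plate controls were LPI-stimulated DMSO wells for no effect and DMSO wells without LPI for full effect; some results filed as inactive read as strong as hits; confirmed hits need IC50 under 10 µM and bright autofluorescent wells are also inconclusive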
KOR beta-arrestin-1 – KOR agonists, beta-arrestin recruitment, primary screen, cell-based, luminescence, uHTS (AID 1777). KOR beta-arrestin recruitment, luminescence; higher % means a stronger effect. one-dose activation, % at 10 µM; EC50 in µM for titrated hits. hit rate 0.02% among 280,000; in the data active = activation above about 50%, passing the limit was not always enough; also: a part of the inactive calls stands beside numbers as strong as those of hits
HIV peptide binding – inhibitors of HIV fusion peptide binding, primary screen, biochemical, uHTS, fluorescence dequenching (AID 1986); cell-free peptide binding, fluorescence dequenching, 30 min; higher % means a stronger effect; inhibition, % at 20 µM, or IC50 in µM where a hit was titrated; hit rate 0.3% among 290,000; in the data active = inhibition mostly above about 52%, no sharp cut-off; inactive = mostly below about 76%; also: some results filed as inactive read as strong as hits
GPR35 arrestin U2OS – GPR35 antagonists blocking zaprinast-driven arrestin recruitment, primary screen, imaging, U2OS, beta-arrestin-GFP, zaprinast agonist (AID 2058). hit rate 0.052% among 290,000. U2OS GPR35 beta-arrestin-GFP translocation imaging, zaprinast antagonism; higher % means a stronger effect. one-dose inhibition, % at 10 µM; IC50 in µM for titrated hits;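 active = inhibition of at least 50% with at least 30 cells and total cytoplasm GFP at most 10,000,000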
KOR beta-arrestin-2 – KOR antagonists, beta-arrestin recruitment, cell-based, luminescence, uHTS (AID 1778); KOR beta-arrestin recruitment, luminescence, antagonist mode; higher % means a stronger effect; inhibition, % at 10 µM; hits with a dose series show IC50 in µM; hit rate 0.091% among 290,000; in the data active = inhibition above about 50%; also: strong numbers were not always called active
* marks the source's active call; other numbers are inactive results; & = joins results of further samples; [ ] = dose if it differs, or a comment. These rows are one share of the data (hit frequency here may not be typical).

How did Oc1ccc(Oc2ccc3c(C(F)(F)F)cc(C(F)(F)F)nc3n2)cc1 do in these assays?
AID2073: 15.8%; SIAH1 antagonists: 0.2%; GPR55 activation: -2.3%; GPR55 LPI antagonism: -5.9%; KOR beta-arrestin-1: 6.5%; HIV peptide binding: -1.1%; GPR35 arrestin U2OS: -15.5%; KOR beta-arrestin-2: -21.7%

Results for O=C(c1ccccc1Oc1ccccc1)N1CCN(c2ccc(F)cc2)CC1 ?
AID2073: 3.8%; SIAH1 antagonists: 2.0%; NOD1 inhibition: -22.4%; GPR55 activation: -2.3%; GPR55 LPI antagonism: 33.7%; KOR beta-arrestin-1: -0.1%; HIV peptide binding: -2.4%; GPR35 arrestin U2OS: 13.3%; KOR beta-arrestin-2: 16.8%

Results for Cc1oc(-c2ccc(-c3ccccc3)cc2)nc1CN(C)C1CCOC1 (configuration not stated) ?
AID2073: 30.8%; SIAH1 antagonists: 13.0%; NOD1 inhibition: 21.2%; GPR55 activation: -0.2%; GPR55 LPI antagonism: 11.9%; KOR beta-arrestin-1: 0.1%; HIV peptide binding: 0.6%; GPR35 arrestin U2OS: -3.8%; KOR beta-arrestin-2: -15.8%

How did CC(=O)Nc1ccc(S(=O)(=O)N=S(C)C)cc1 do in these assays?
AID2073: -7.4%&-5.4%; SIAH1 antagonists: -4.5%&-0.1%; NOD1 inhibition: 7.6%&3.8%; GPR55 activation: -0.1%&0.0%; GPR55 LPI antagonism: -2.6%&13.8%; KOR beta-arrestin-1: 0.0%&-2.9%; HIV peptide binding: -2.0%&-1.4%; GPR35 arrestin U2OS: -0.2%&-7.3%; KOR beta-arrestin-2: 31.8%&17.3%

Results for O=c1onc(-c2c(F)cccc2F)n1-c1ccccc1Cl ?
AID2073: 3.8%; SIAH1 antagonists: 12.1%; NOD1 inhibition: 0.7%; GPR55 activation: 0.0%; GPR55 LPI antagonism: 6.1%; KOR beta-arrestin-1: -0.9%; HIV peptide binding: -0.7%; GPR35 arrestin U2OS: -5.3%; KOR beta-arrestin-2: 9.7%

How did Cc1ccc(CNC(=S)NCc2ccncc2)cc1 do in these assays?
AID2073: 1.3%; SIAH1 antagonists: 1.1%; NOD1 inhibition: -20.5%; GPR55 activation: 0.0%; GPR55 LPI antagonism: 12.0%; KOR beta-arrestin-1: -2.9%; HIV peptide binding: -1.0%; GPR35 arrestin U2OS: -4.3%; KOR beta-arrestin-2: 4.9%

What do the screens show for `N=C(c1ccc([N+](=O)[O-])cc1)N1CCCCCC1`?
AID2073: 3.9%; SIAH1 antagonists: 6.0%; NOD1 inhibition: -17.9%; GPR55 activation: -0.1%; GPR55 LPI antagonism: 8.2%; KOR beta-arrestin-1: -8.5%; HIV peptide binding: 0.8%; GPR35 arrestin U2OS: 1.8%; KOR beta-arrestin-2: 10.8%

How did Cc1noc(NS(=O)(=O)c2ccc(NC(=O)CC(C)C)cc2)c1C do in these assays?
AID2073: 2.0%; SIAH1 antagonists: -2.5%; NOD1 inhibition: 29.2%; GPR55 activation: -0.1%; GPR55 LPI antagonism: 2.7%; KOR beta-arrestin-1: 3.7%; HIV peptide binding: 0.6%; GPR35 arrestin U2OS: -3.5%; KOR beta-arrestin-2: -31.1%

How did COc1cccc(N2CCN(C(=S)Nc3ccccc3OC)CC2)c1 do in these assays?
AID2073: -15.0%; SIAH1 antagonists: 5.1%; NOD1 inhibition: -18.4%; GPR55 activation: -0.3%; GPR55 LPI antagonism: 11.7%; KOR beta-arrestin-1: 1.9%; HIV peptide binding: 0.8%; GPR35 arrestin U2OS: -7.1%; KOR beta-arrestin-2: -31.3%[20 µM]

Results for COc1ccc(/C=C2\SC(=S)N(CC(=O)OCC(=O)Nc3ccc(C)cc3Cl)C2=O)cc1 ?
AID2073: 20.9%; SIAH1 antagonists: 5.1%; NOD1 inhibition: -26.3%; GPR55 activation: 0.0%; GPR55 LPI antagonism: 4.2%; KOR beta-arrestin-1: -2.6%; HIV peptide binding: 2.8%; GPR35 arrestin U2OS: 18.3%; KOR beta-arrestin-2: -3.8%

Results for COCCCNC(=O)CCc1c(C)nc2c(-c3ccc(F)cc3)c(C)nn2c1C ?
AID2073: 5.2%; SIAH1 antagonists: 11.0%; NOD1 inhibition: 0.1%; GPR55 activation: -0.1%; GPR55 LPI antagonism: 14.1%; KOR beta-arrestin-1: 0.6%; HIV peptide binding: -0.3%; GPR35 arrestin U2OS: 8.9%; KOR beta-arrestin-2: -13.4%

What do the screens show for `COc1cc(/C=N/NC(=O)C(=O)Nc2ccccn2)ccc1O`?
AID2073: 4.9%; SIAH1 antagonists: 5.0%; NOD1 inhibition: -9.4%; GPR55 activation: -0.4%; GPR55 LPI antagonism: 10.1%; KOR beta-arrestin-1: -6.1%; HIV peptide binding: -2.3%; GPR35 arrestin U2OS: -10.5%; KOR beta-arrestin-2: -0.6%

How did Cc1ccc(-c2csc(Nc3ccc(S(N)(=O)=O)cc3)n2)o1 do in these assays?
AID2073: -20.3%; SIAH1 antagonists: 4.9%; NOD1 inhibition: -24.4%; GPR55 activation: -0.1%; GPR55 LPI antagonism: 2.4%; KOR beta-arrestin-1: -4.2%; HIV peptide binding: 5.8%; GPR35 arrestin U2OS: -7.9%; KOR beta-arrestin-2: 22.9%

What do the screens show for `Cc1cccc(OCC(=O)NCC(=O)N/N=C/c2cc(Br)cc(Br)c2O)c1`?
AID2073: -5.4%; SIAH1 antagonists: 0.3%; NOD1 inhibition: -6.5%; GPR55 activation: -0.1%; GPR55 LPI antagonism: 1.3%; KOR beta-arrestin-1: -0.2%; HIV peptide binding: 9.6%; GPR35 arrestin U2OS: -12.9%; KOR beta-arrestin-2: -10.3%

What do the screens show for `CCc1nccn1S(=O)(=O)c1ccc2ccccc2c1`?
AID2073: 0.2%; SIAH1 antagonists: 0.7%; NOD1 inhibition: 5.0%; GPR55 activation: -0.2%; GPR55 LPI antagonism: 12.7%; KOR beta-arrestin-1: 3.3%; HIV peptide binding: 1.1%; GPR35 arrestin U2OS: 17.0%; KOR beta-arrestin-2: 11.6%

Results for COc1ccc(C(C)n2c(C)c3c(C)nnc(C)c3c2C)cc1 (configuration not stated) ?
AID2073: 21.0%; SIAH1 antagonists: 2.1%; NOD1 inhibition: -0.3%; GPR55 activation: 0.1%; GPR55 LPI antagonism: -0.7%; KOR beta-arrestin-1: 1.7%; HIV peptide binding: -1.9%; GPR35 arrestin U2OS: -6.4%; KOR beta-arrestin-2: -11.3%

What do the screens show for `O=C(CSc1nnnn1-c1ccc2c(c1)OCCO2)N1CCc2ccccc21`?
AID2073: -0.5%; SIAH1 antagonists: 1.0%; NOD1 inhibition: 11.3%; GPR55 activation: -0.2%; GPR55 LPI antagonism: 10.4%; KOR beta-arrestin-1: -4.6%; HIV peptide binding: -3.1%; GPR35 arrestin U2OS: 13.0%; KOR beta-arrestin-2: 23.1%

Results for COC(=O)C(Cc1cnc(Cl)s1)(C(=O)OC)c1ccc(C(F)(F)F)cc1[N+](=O)[O-] ?
AID2073: -11.5%; SIAH1 antagonists: -2.4%; NOD1 inhibition: -4.6%; GPR55 activation: -0.1%; GPR55 LPI antagonism: 6.9%; KOR beta-arrestin-1: 1.1%; HIV peptide binding: -1.4%; GPR35 arrestin U2OS: -0.7%; KOR beta-arrestin-2: 6.3%

How did Cn1c(SCC(=O)Nc2sccc2C#N)nnc1-c1ccccc1 do in these assays?
AID2073: -0.6%; SIAH1 antagonists: 9.3%; NOD1 inhibition: -13.2%; GPR55 activation: 0.2%; GPR55 LPI antagonism: 3.7%; KOR beta-arrestin-1: 0.5%; HIV peptide binding: 9.6%; GPR35 arrestin U2OS: -6.1%; KOR beta-arrestin-2: -28.2%

Results for O=C1OC2CC3CC1CC(O)(C3)C2 (configuration not stated) ?
AID2073: 8.1%; SIAH1 antagonists: -4.3%; NOD1 inhibition: -40.8%; GPR55 activation: 0.0%; GPR55 LPI antagonism: -11.1%; KOR beta-arrestin-1: 1.0%; HIV peptide binding: 0.5%; GPR35 arrestin U2OS: -2.2%; KOR beta-arrestin-2: -33.8%

How did Cc1ccc(N2CC(C(=O)Nc3cc(C)on3)CC2=O)cc1 (configuration not stated) do in these assays?
AID2073: -5.0%; SIAH1 antagonists: 10.4%; NOD1 inhibition: -0.6%; GPR55 activation: 0.2%; GPR55 LPI antagonism: 3.8%; KOR beta-arrestin-1: 9.0%; HIV peptide binding: -1.8%; GPR35 arrestin U2OS: 16.7%; KOR beta-arrestin-2: -17.1%

How did O=C(CCN1CCc2ccccc2C(c2ccccc2)C1)c1ccc2c(c1)OCCO2 (configuration not stated) do in these assays?
AID2073: 2.9%; SIAH1 antagonists: -4.3%; NOD1 inhibition: 11.1%; GPR55 activation: -0.1%; GPR55 LPI antagonism: 25.4%; KOR beta-arrestin-1: -0.1%; HIV peptide binding: 0.3%; GPR35 arrestin U2OS: 12.7%; KOR beta-arrestin-2: -24.3%

Results for CCOc1ccc2nc(NC(=O)c3ccc(OC)c(S(=O)(=O)N4CCOCC4)c3)sc2c1 ?
AID2073: 13.1%; SIAH1 antagonists: 2.7%; NOD1 inhibition: 51.4%; GPR55 activation: -0.1%; GPR55 LPI antagonism: 31.1%; KOR beta-arrestin-1: -2.8%; HIV peptide binding: 10.5%; GPR35 arrestin U2OS: -4.5%; KOR beta-arrestin-2: -33.6%

What do the screens show for `CC(C)(C)c1ccc(O)c(N)c1`?
AID2073: 18.3%; SIAH1 antagonists: 0.7%; NOD1 inhibition: -7.9%; GPR55 activation: -0.1%; GPR55 LPI antagonism: 14.2%; KOR beta-arrestin-1: -1.4%; HIV peptide binding: 5.8%; GPR35 arrestin U2OS: -18.4%; KOR beta-arrestin-2: 17.4%

Results for Brc1cnc(N2CCCC2)nc1N1CCOCC1 ?
AID2073: -5.7%; SIAH1 antagonists: -1.2%; NOD1 inhibition: 0.9%; GPR55 activation: -0.1%; GPR55 LPI antagonism: 2.6%; KOR beta-arrestin-1: -4.2%; HIV peptide binding: 0.9%; GPR35 arrestin U2OS: 3.4%; KOR beta-arrestin-2: 32.2%

Results for CC(C)N1CC(C(=O)Nc2ccc(Cl)c([N+](=O)[O-])c2)CC1=O (configuration not stated) ?
AID2073: -0.6%; SIAH1 antagonists: 3.4%; NOD1 inhibition: -8.3%; GPR55 activation: -0.1%; GPR55 LPI antagonism: -6.1%; KOR beta-arrestin-1: -1.5%; HIV peptide binding: -1.2%; GPR35 arrestin U2OS: 10.7%; KOR beta-arrestin-2: 15.4%

How did CCOC(=O)N1CCc2c(sc3nc[nH]c(=O)c23)C1 do in these assays?
AID2073: -3.1%; SIAH1 antagonists: -1.2%; NOD1 inhibition: -11.7%; GPR55 activation: -0.1%; GPR55 LPI antagonism: -6.4%; KOR beta-arrestin-1: 1.1%; HIV peptide binding: -0.7%; GPR35 arrestin U2OS: -11.8%; KOR beta-arrestin-2: -43.8%
